Source: PubChem BioAssay (several laboratories)
TLR9-MyD88 inh: blocks human TLR9 binding to MyD88; Q9NR96+Q99836; CHO BLA complementation TLR9-MyD88, CCF4 FRET ratio; inhibition, % at 4.98 µM; 0.21% of 340,000 active;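 active = inhibition above the mean over all tested compounds plus 3 SD, cut at about 21% in these data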;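 also: 0% = DMSO only wells and 100% = clavulanate BLA inhibitor control wells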
LRH-1 inv ag: suppresses constitutive activity of human LRH-1; HEK293T StAR-luciferase reporter, LRH-1 transfected, 24 h; 0.13% of 360,000 active; AID 602396; inhibition, % at 3.6 µM;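 active = inhibition above the mean inhibition of all tested compounds plus 3 SD, cut at about 73% in these data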;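 also: 0% = DMSO wells and 100% = reporter-only cells lacking LRH-1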
Target sequence (O00482 whole entry, looked up): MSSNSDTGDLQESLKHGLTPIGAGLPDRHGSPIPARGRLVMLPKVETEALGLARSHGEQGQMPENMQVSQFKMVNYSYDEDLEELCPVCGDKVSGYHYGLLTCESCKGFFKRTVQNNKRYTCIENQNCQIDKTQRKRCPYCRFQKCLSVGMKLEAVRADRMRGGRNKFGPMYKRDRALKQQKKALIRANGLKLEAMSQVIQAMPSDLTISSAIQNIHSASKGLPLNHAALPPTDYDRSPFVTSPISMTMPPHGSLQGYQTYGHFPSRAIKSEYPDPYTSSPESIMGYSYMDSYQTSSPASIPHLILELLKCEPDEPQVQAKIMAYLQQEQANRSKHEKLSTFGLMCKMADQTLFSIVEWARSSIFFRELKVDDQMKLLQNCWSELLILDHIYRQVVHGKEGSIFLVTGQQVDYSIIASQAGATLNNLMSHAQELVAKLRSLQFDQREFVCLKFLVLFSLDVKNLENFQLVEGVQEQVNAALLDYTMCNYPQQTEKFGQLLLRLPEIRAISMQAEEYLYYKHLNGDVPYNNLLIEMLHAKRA
ABHD5 PLIN5 PPI: ABHD5-PLIN5 protein interaction inhibition; 0.78% of 360,000 active; inhibition, % at 4 µM; Split G. princeps luciferase complementation, luminescence, 4 h;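 active = inhibition above the mean inhibition across every tested compound plus 3 SD, cut at about 22% in these data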;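 also: 0% = DMSO only wells and the 100% control is not disclosed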
TROY signal inh: TROY signaling inhibition. 0.98% of 360,000 active. Q293 LMP1-TROYcd NF-kB luciferase reporter, 4 h. AID 1347056. inhibition, % at 10 µM;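 active = compounds whose plate-normalised and pattern-corrected inhibition of the luciferase reporter signal at the single screening dose is 50% or more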
NOD2 RIPK2 PPI: NOD2-RIPK2 protein interaction inhibition; O43353; CHO BLA complementation NOD2-RIPK2, CCF4 ratio; inhibition, % at 4.98 µM; 0.38% of 360,000 active; in the data active = inhibition above about 21%;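 also: 0% = vehicle only and 100% = reference blocker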
Target sequence (O43353 whole entry, looked up): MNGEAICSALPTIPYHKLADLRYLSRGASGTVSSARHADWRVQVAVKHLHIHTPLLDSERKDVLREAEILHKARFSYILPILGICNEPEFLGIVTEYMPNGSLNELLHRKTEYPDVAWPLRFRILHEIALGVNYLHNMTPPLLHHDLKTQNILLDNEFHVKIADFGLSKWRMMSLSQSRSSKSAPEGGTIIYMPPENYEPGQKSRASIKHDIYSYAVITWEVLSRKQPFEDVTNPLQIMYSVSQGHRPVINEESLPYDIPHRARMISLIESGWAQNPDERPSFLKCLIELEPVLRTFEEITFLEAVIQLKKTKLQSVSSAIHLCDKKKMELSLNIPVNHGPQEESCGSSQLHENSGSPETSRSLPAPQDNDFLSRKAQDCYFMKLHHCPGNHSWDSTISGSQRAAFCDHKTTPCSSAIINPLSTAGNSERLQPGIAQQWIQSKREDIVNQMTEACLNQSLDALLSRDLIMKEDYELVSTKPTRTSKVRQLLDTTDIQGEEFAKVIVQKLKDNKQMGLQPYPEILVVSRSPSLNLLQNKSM
NR2F2 inh: inhibitors of human COUP-TFII (NR2F2); P24468; HEK293T NGFI-A luciferase reporter, luminescence; inhibition, % at 8.6 µM; 0.7% of 370,000 active; AID 686940;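 active = inhibition above a per-plate cutoff, mean inhibition of test wells between control levels plus 3 SD, cut at about 38% in these data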;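 also: cells cotransfected with COUP-TFII expression vector driving the NGFI-A reporter; 0% = median of COUP-TF2 test wells and 100% = reporter-only cells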
NCOA2 inhibitor: human SRC2 (NCOA2) inhibition. inhibition, % at 9 µM. 0.17% of 370,000 active. HEK293 GAL4-SRC2 luciferase reporter, luminescence. AID 651957;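 active = inhibition above the mean inhibition of all tested compounds plus 3 SD, set per campaign, cut at about 52% in these data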;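 also: 0% = DMSO treated cells and 100% = cells given Gossypol at 36 µM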
NCOA3 inh: inhibits human SRC3 coactivator; inhibition, % at 3.6 µM; HEK293 GAL4-SRC3 luciferase reporter, luminescence; AID 588352; Q9Y6Q9; 0.17% of 360,000 active;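 active = inhibition above a per-campaign cutoff, the mean of all compounds plus 3 SD, cut at about 60% in these data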;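 also: 0% = DMSO-treated cells and 100% = gossypol-treated cells at 36 µM; higher means less SRC3-driven luciferase light from the GAL4 reporter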
TWEAK Fn14 block: TWEAK-Fn14 signaling inhibition. TWEAK-stimulated Fn14 reporter cells, luciferase luminescence, 8 h. inhibition, % at 10 µM. 2% of 360,000 active. AID 1159606; in the data active = inhibition above about 50%
Exocytosis inh: blocks lytic granule exocytosis; TALL-104 LAMP-1 surface exposure, flow cytometry; cells stimulated with thapsigargin and PMA; inhibition, % at 10 µM; 0.66% of 360,000 active;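 active = inhibition above about 55%, limit read from the data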
NCOA1 inh: human NCOA1 inhibition; Q15788; HEK293 GAL4-SRC1 luciferase reporter, luminescence; inhibition, % at 3.6 µM; 0.12% of 360,000 active; AID 588354;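 active = inhibition above the campaign mean plus 3 SD, with each screening campaign given its own cutoff, cut at about 60% in these data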;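 also: 0% = DMSO treated cells and 100% = gossypol at 36 µM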
* hit, by the source's call; . = not tested or not shown.

Letters: A = TLR9-MyD88 inh; B = LRH-1 inv ag; C = ABHD5 PLIN5 PPI; D = TROY signal inh; E = NOD2 RIPK2 PPI; F = NR2F2 inh; G = NCOA2 inhibitor; H = NCOA3 inh; I = TWEAK Fn14 block; J = Exocytosis inh; K = NCOA1 inh
> O=C(COC(=O)c1cc(Cl)ccc1[N+](=O)[O-])NC1CC1
  A: 6	B: 17	C: -5	D: -10	E: -5	F: -7	G: -2	H: 10	I: -3	J: 2	K: -4

> O=C(CC(c1ccccc1)(c1ccccc1)c1ccccc1)N[C@@H](Cc1ccc(O)cc1)C(=O)O
  A: -8	B: 0	C: -1	D: -4	E: 3	F: -17	G: -14	H: 2	I: -12	J: 0	K: -2

> CCc1nc2c(OCCOc3ccc(F)cc3)cccn2c1N(C)C(=O)CC(C)C
  A: .	B: -12	C: 10	D: 3	E: -13	F: 15	G: -7	H: 6	I: 9	J: -9	K: 3

> CCCc1ccc(C(O)c2ncc(-c3cccc(C)c3)[nH]2)cc1 (stereo not given)
  A: .	B: -18	C: -18	D: -12	E: 4	F: 8	G: -23	H: 6	I: -7	J: -2	K: 0

> COc1ccc2nc(NC(=O)C3CCN(C(=O)c4ccc(F)cc4)CC3)sc2c1
  A: -2	B: 5	C: 7	D: -2	E: 3	F: 1	G: 23	H: -3	I: -2	J: -6	K: -14

> O=C(NNC1CC(=O)N(c2ccc(Cl)cc2)C1=O)c1ccccn1 (stereo not given)
  A: -21	B: -48	C: 4	D: -30	E: -3	F: -25	G: -48	H: 0	I: -7	J: 8	K: -6

> O=C(NCCCO)c1ccc2nc(-c3ccco3)c(-c3ccco3)nc2c1
  A: -1	B: -9	C: 25*	D: -3	E: -7	F: -8	G: -10	H: 3	I: 7	J: 1	K: 14

> Cc1nc(CNC(=O)CC2C(=O)NCCN2Cc2ccoc2)nc2c1CCCC2 (stereo not given)
  A: -1	B: 13	C: 34*	D: -17	E: -7	F: 8	G: -15	H: 5	I: -6	J: -1	K: -9

> NNc1ccc(Cl)nn1
  A: 8	B: -15	C: -3	D: -13	E: 4	F: -25	G: -52	H: -19	I: 0	J: 7	K: -31

> Cc1nn(-c2ccccc2)c2nc(C(F)(F)F)[nH]c(=O)c12
  A: -1	B: -12	C: 0	D: 5	E: -5	F: -3	G: 18	H: -3	I: 2	J: -4	K: 5

> CCOC(=O)c1ccc(Nc2ncccc2[N+](=O)[O-])cc1
  A: -5	B: -24	C: 2	D: -75	E: 1	F: -27	G: -54	H: -88	I: 3	J: -4	K: -57

> O=C(Nc1cccnc1)c1cc(-c2cccnc2)nc2ccc(Br)cc12
  A: 0	B: 16	C: -7	D: 2	E: -21	F: -38	G: 33	H: 4	I: 10	J: -1	K: 2

> Cc1cc(NC(=O)CSc2nc3ccccc3c(=O)n2C(C)c2ccccc2)no1 (stereo not given)
  A: -3	B: -27	C: -4	D: 16	E: 1	F: -1	G: -6	H: -96	I: -56	J: 0	K: 16

> Cc1ccc(SCCNC(=S)Nc2ccc(C)cc2C)cc1
  A: -3	B: -1	C: -5	D: 1	E: 6	F: 0	G: -4	H: 3	I: -16	J: 2	K: 2

> COc1ccc(-c2coc3cc(OC4OC(CO)C(O)C(O)C4O)cc(O)c3c2=O)cc1 (stereo not given)
  A: -5	B: -154	C: 6	D: -34	E: -4	F: -52	G: -100	H: -100	I: -27	J: 0	K: -113

> CCOc1ccccc1/C=N/NC(=O)c1ccc(Cn2cc([N+](=O)[O-])cn2)o1
  A: 0	B: -1	C: -2	D: 14	E: -3	F: 10	G: -8	H: 13	I: 1	J: -2	K: -22

> Cc1cc(NS(=O)(=O)c2ccc(NC(=O)C(CC(C)C)N3C(=O)c4ccccc4C3=O)cc2)nc(C)n1 (stereo not given)
  A: -7	B: -6	C: 4	D: -7	E: -4	F: 7	G: 0	H: -1	I: 11	J: -5	K: -5

> COc1cc2c3c(c1)/C(=C1/SC(NC(C)=O)=NC1=O)C(=O)N3C(C)(C)C=C2C
  A: -2	B: -1	C: -4	D: 11	E: 9	F: 2	G: 9	H: 9	I: -21	J: -3	K: 3

> C=C(C1=CCN(S(=O)C(C)(C)C)[C@@H]1CCO)c1ccccc1 (stereo not given in full)
  A: -14	B: 6	C: -6	D: 1	E: -9	F: -2	G: -5	H: 2	I: -1	J: -2	K: -4

> Cc1cc(OCC(=O)NCC(O)c2ccccc2)c2c(C)c(C)c(=O)oc2c1 (stereo not given)
  A: -4	B: 24	C: -8	D: -16	E: 5	F: -29	G: -1	H: -3	I: -24	J: 0	K: 4

> CCc1nn(C)c(-c2n[nH]c(=S)n2N)c1Cl
  A: 0	B: 16	C: 3	D: 4	E: -2	F: 1	G: -2	H: 15	I: 18	J: -1	K: -22

> O=C(Nc1ccc(Nc2ccccc2)cc1)c1cc([N+](=O)[O-])ccc1Cl
  A: -4	B: 44	C: 0	D: -20	E: -9	F: -19	G: 14	H: -1	I: 8	J: 5	K: 24

> Cc1cc(Oc2ccc(C#N)cc2)nc(NCc2ccccc2)n1
  A: -3	B: 17	C: -3	D: 30	E: 1	F: 20	G: 10	H: 5	I: 24	J: -1	K: -3

> CC(=O)c1c(C)[nH]c(C(=O)OCC(=O)Nc2ccc3[nH]c(=O)[nH]c3c2)c1C
  A: 4	B: 4	C: -3	D: -19	E: 1	F: 11	G: 1	H: 5	I: -4	J: 4	K: -1

> NC(=O)C1CCN(c2nc(-c3ccccc3)nc3c2oc2ccccc23)CC1
  A: -1	B: -13	C: -10	D: -6	E: -1	F: -11	G: -5	H: -9	I: 5	J: -1	K: -4

> COc1cc(OC)c(OC)cc1CN1CCN(Cc2cccc(F)c2)CC1
  A: 1	B: 12	C: -6	D: 10	E: 6	F: 9	G: -5	H: 9	I: 8	J: -11	K: -45

> Cc1c(NC(=O)C2CCN(S(=O)(=O)c3ccc(Cl)cc3)CC2)c(=O)n(-c2ccccc2)n1C
  A: 6	B: 6	C: -3	D: 0	E: -2	F: 10	G: -3	H: 12	I: 2	J: 1	K: 4

> O=C(Nc1cc(N2CCOCC2)ncn1)NC1(C(F)(F)F)Oc2ccccc2O1
  A: -23	B: -6	C: 0	D: 5	E: -12	F: -14	G: 0	H: -11	I: 16	J: 0	K: -31

> CCOC(=O)C1=C(C)NC(C)=C(C(=O)OCC)C1c1cccs1
  A: -4	B: -18	C: -7	D: 4	E: 0	F: -4	G: -4	H: 4	I: 2	J: -6	K: 7

> COc1ccc(C2CC=C(C(C)=O)CN2S(=O)(=O)c2ccc(C)cc2)cc1 (stereo not given)
  A: .	B: -3	C: 3	D: -7	E: 5	F: 3	G: 9	H: 18	I: -28	J: 8	K: 6

> CCOC(=O)Cc1csc(NC(=O)CSc2nncn2C)n1
  A: -9	B: -14	C: -2	D: -52	E: -2	F: 0	G: -4	H: -14	I: 1	J: -2	K: -39

> O=c1[nH]cnc2cc(-c3ccc(Br)cc3)sc12
  A: 1	B: -56	C: 0	D: -77	E: 2	F: -8	G: -40	H: -71	I: 20	J: -6	K: -75

> c1ccc2c(CSc3ncnc4nc[nH]c34)cccc2c1
  A: 8	B: 15	C: 8	D: 28	E: -8	F: 19	G: 6	H: 0	I: 20	J: -9	K: -1

> CCN(CC)C(=O)c1ccccc1NS(=O)(=O)c1ccc(C)cc1
  A: 3	B: 3	C: -7	D: 16	E: -7	F: -6	G: -18	H: -5	I: -10	J: -2	K: 9

> Cc1nnc(SCC(=O)N(CC(C)C)C2CCS(=O)(=O)C2)s1 (stereo not given)
  A: -6	B: 14	C: 5	D: -6	E: -1	F: -3	G: 14	H: -13	I: -7	J: 9	K: 7

> O=Cc1c[nH]c2cccc(OCc3ccccc3)c12
  A: -3	B: -33	C: 5	D: -60	E: 4	F: -16	G: -39	H: -18	I: -8	J: 0	K: -26

> O=C(c1cn(-c2ccccc2)nc1-c1cccc(Br)c1)N1CCOCC1
  A: -8	B: -6	C: 4	D: 0	E: -4	F: -7	G: 7	H: 2	I: 2	J: 1	K: -14

> Cn1c(=N)n(CC(O)c2cccs2)c2ccccc21 (stereo not given)
  A: 0	B: -4	C: -5	D: -1	E: 3	F: 4	G: -25	H: -14	I: 14	J: -5	K: -7

> COc1ccc(NC(=O)COC(=O)C2COc3ccccc3O2)cc1 (stereo not given)
  A: 3	B: 0	C: 0	D: -7	E: -9	F: 7	G: -2	H: -9	I: -9	J: -22	K: 8

> CSc1cccc(NC(=S)N(Cc2ccccc2)Cc2cccnc2)c1
  A: -2	B: -3	C: -6	D: 15	E: 5	F: -15	G: -10	H: 7	I: 12	J: 7	K: 10

> Cc1cc(C)c2nc(N3C(=O)C(O)=C(C(=O)c4ccco4)C3c3cccc(O)c3)sc2c1 (stereo not given)
  A: -6	B: -22	C: -11	D: -9	E: 4	F: -5	G: 12	H: -15	I: -56	J: 13	K: -21

> COc1ccc(S(=O)(=O)NCC(c2ccc3c(c2)OCO3)N2CCN(c3ccccc3)CC2)cc1 (stereo not given)
  A: 0	B: 0	C: 0	D: 3	E: -6	F: -12	G: 16	H: 4	I: -7	J: 2	K: 1

> CCOC(=O)C1C(=O)CC(C)(O)C(C(=O)OCC)C1c1ccc2c(c1)OCO2 (stereo not given)
  A: 6	B: 11	C: -2	D: -3	E: -6	F: 5	G: -1	H: 10	I: 5	J: 0	K: -5

> COc1cc(C(=O)Nc2ccccc2C(=O)NCc2cccnc2)cc(OC)c1OC
  A: 0	B: 16	C: 2	D: -5	E: 3	F: -6	G: -20	H: 19	I: 9	J: -6	K: 19

> C/C(=N\Nc1ccc(S(N)(=O)=O)cc1[N+](=O)[O-])c1cccnc1
  A: 10	B: 8	C: 7	D: -9	E: -8	F: -9	G: -16	H: -16	I: -5	J: -1	K: 14

> COCCCNC(=O)c1ccccc1Sc1ccc(NC(C)=O)nc1
  A: -2	B: 5	C: 3	D: 0	E: -1	F: 0	G: 1	H: 24	I: -3	J: 1	K: -26

> O=C(C[C@H]1C=C[C@H](NC(=O)c2ccccn2)[C@@H](CO)O1)NCc1cc(F)cc(F)c1
  A: .	B: -15	C: 0	D: .	E: -20	F: -13	G: -4	H: .	I: .	J: -2	K: .

> CCOC(=O)c1c(C)c(C)n2c1NC(=O)C2
  A: .	B: 16	C: 18	D: -1	E: -2	F: -1	G: -3	H: 18	I: 0	J: -10	K: -28

> O=c1c([N+](=O)[O-])c(O)c2ccccc2n1Cc1ccccc1
  A: -12	B: 6	C: -11	D: 9	E: 2	F: 8	G: 16	H: -7	I: 23	J: 3	K: -2

> CC(=O)c1ccc(OCc2cc(C(=O)N(C)Cc3cc(C)no3)no2)cc1
  A: -4	B: -19	C: 0	D: -35	E: -5	F: -5	G: -21	H: -22	I: -35	J: 0	K: -26

> COc1ccc(C(=O)CSc2ccc(-c3ccco3)nn2)cc1
  A: 6	B: -17	C: 4	D: 8	E: -3	F: -17	G: -19	H: -7	I: -3	J: 4	K: -5

> CC(C)[C@@H](N)C(=O)N/N=C/c1ccc2nccnc2c1
  A: -8	B: -17	C: -2	D: 3	E: -4	F: 11	G: -3	H: 16	I: 11	J: 13	K: -3

> COc1cccc2cc(-c3cn4ccc(C)cc4n3)c(=O)oc12
  A: -1	B: -158	C: -8	D: -31	E: -6	F: -54	G: -68	H: -137	I: -20	J: 6	K: -105

3 compounds from above, reduced to NR2F2 inh and LRH-1 inv ag:
mol	NR2F2 inh	LRH-1 inv ag
COc1ccc(NC(=O)COC(=O)C2COc3ccccc3O2)cc1 (stereo not given)	7	0
O=C(c1cn(-c2ccccc2)nc1-c1cccc(Br)c1)N1CCOCC1	-7	-6
COc1ccc(C(=O)CSc2ccc(-c3ccco3)nn2)cc1	-17	-17

A portion of the library; count on the stated rates, not on these rows.
